Assay outcomes from PubChem BioAssay.
IEC-6 cytotox: kills IEC-6 intestinal cells in KLF5 counter-screen; IEC-6 cytotoxicity, luminescence viability; inhibition, % at 5 µM; actives 0.78% (n = 290,000); AID 1825; in the data active = inhibition above about 22%;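 note: 0% = plate median of test compound wells and 100% = cytotoxic reference compound wells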
TRPC4 inh: blocks the mouse TRPC4 cation channel; AID 2247; Q9QUQ5; B-score at 10 µM; HEK293 TRPC4beta/mu-opioid, DAMGO-evoked Fluo4 calcium flux; hits give low values; actives 0.39% (n = 300,000);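 active = B-score over 3 SD under the library average, no early fluorescence shift, positive overall ratio signal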
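Assay system: HEK293 cells with stable TRPC4beta plus mu-opioid receptor expression; Probe or stimulus: DAMGO in two steps, submaximal then maximal; Dosing: single-point compound dosing; Measured by: Fluo4 calcium-dye fluorescence, kinetic read; Read-out basis: B score from integrated Fluo4 fluorescence ratio.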
TRPC4 act: opens the mouse TRPC4 cation channel. B-score at 10 µM. actives 0.49% (n = 310,000). Q9QUQ5. HEK293 TRPC4beta/mu-opioid, Fluo4 calcium fluorescence; hits give high values;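 active = B-score above 5 SD of library B-scores, and initial fluorescence ratio not above library mean plus 5 SD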;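 note: positive B-score marks a calcium rise read as TRPC4 activation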
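Assay system: HEK293 stable line with TRPC4beta plus mu-opioid receptor. Times: dye 45 min RT, read 110 s. Measured by: kinetic Fluo4 calcium fluorescence. Measure: B score of integrated ratio. Controls: assay buffer as low control, maximal DAMGO as high control.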
TRPC6 activator: activators of mouse TRPC6 channel. Q61143. B-score at 10 µM. HEK293-TRPC6 membrane potential dye fluorescence; hits give high values. actives 0.13% (n = 310,000);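 active = B-score of the integrated fluorescence ratio above library mean plus 3 SD, and starting fluorescence ratio within library mean plus 5 SD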;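 note: higher score means more depolarization so channel activation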
Target sequence (Q61143 whole entry, looked up): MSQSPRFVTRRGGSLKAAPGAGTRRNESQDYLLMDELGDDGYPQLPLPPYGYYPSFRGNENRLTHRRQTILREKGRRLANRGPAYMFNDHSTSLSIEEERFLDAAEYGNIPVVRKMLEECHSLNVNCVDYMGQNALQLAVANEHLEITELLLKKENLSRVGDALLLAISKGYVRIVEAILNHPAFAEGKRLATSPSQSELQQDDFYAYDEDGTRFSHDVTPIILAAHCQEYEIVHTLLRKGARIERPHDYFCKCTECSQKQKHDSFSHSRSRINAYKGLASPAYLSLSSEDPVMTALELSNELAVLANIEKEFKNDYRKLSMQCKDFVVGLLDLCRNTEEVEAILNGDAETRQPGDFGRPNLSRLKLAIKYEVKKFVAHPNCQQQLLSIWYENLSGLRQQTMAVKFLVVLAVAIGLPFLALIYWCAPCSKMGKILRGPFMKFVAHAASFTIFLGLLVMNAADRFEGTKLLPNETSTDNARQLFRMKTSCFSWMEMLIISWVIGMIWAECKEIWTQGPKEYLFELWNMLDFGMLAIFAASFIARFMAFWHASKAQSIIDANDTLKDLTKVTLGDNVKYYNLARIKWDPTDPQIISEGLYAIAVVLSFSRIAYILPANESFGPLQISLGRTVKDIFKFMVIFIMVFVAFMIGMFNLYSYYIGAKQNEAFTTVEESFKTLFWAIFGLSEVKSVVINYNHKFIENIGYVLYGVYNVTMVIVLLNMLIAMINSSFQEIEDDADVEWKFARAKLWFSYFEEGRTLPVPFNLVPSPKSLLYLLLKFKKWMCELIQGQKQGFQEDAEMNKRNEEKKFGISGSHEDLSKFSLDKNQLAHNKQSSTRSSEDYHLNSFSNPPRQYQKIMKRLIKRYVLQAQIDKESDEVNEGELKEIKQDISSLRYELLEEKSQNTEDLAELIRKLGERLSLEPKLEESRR
aSyn UTR inh: 5' untranslated region of α-synuclein, MLPCN primary screen; alpha-synuclein 5'UTR reporter, inhibitor activity; inhibition, % (tested at 7.5 µM); actives 0.82% (n = 300,000); AID 1813; in the data active = inhibition above about 60%;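 note: H4 neuroglioblastoma cells stably carrying SNCA 5'UTR luciferase fusion; 0% = DMSO wells and 100% = positive control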
SKKanGAS inh: blocks kanamycin growth of S. pyogenes SKKanGAS strain. actives 1.3% (n = 300,000). inhibition, % at 7.5 µM. BacTiter-Glo, 6 h;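 active = mean replicate score, as percent of positive control median, at least 50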;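 note: strain carries kanamycin resistance gene driven by streptokinase promoter and grows in 40 µg/ml kanamycin; loss of luminescence reflects streptokinase promoter inhibition or plain growth inhibition; 0% = median of DMSO wells and 100% = positive control at its reference dose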
TRPC4 potent: allosteric potentiators of mouse TRPC4 channel; AID 2227; actives 0.42% (n = 310,000); Q9QUQ5; B-score at 10 µM; HEK293 TRPC4beta/mu-opioid, DAMGO EC20, Fluo-4 Ca2+ flux; hits give high values;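 active = B-score of calcium response area above 5 SD of library B-scores, with initial fluorescence ratio within 5 SD of library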;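 note: B-score of integrated fluorescence ratio over time as area under calcium response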
KLF5 inhibitor: inhibitors of KLF5 expression; actives 0.23% (n = 290,000); DLD-1 KLF5 promoter-luciferase reporter, luminescence; inhibition, % at 5 µM;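 active = inhibition above a per-plate limit of that plate's mean compound inhibition plus 3 SD, cut at about 60% in these data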;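 note: 0% = DMSO wells and 100% = LY294002 at 200 µM; higher means less KLF5 promoter-driven luciferase light; inactives centre near -14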
TRPC6 inhibitor: inhibitors of mouse TRPC6 channel. B-score at 10 µM. actives 1.1% (n = 310,000). Q61143. HEK293-TRPC6, membrane potential dye, ACh-evoked depolarization; hits give low values;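 active = B-score under library mean minus 3 SD, initial fluorescence not abnormally high, positive integrated signal ratio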;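 note: B-score derived from integrated fluorescence ratio over the kinetic read; more negative B-score means stronger inhibition of depolarization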
MrgX1 antag: blocks BAM8-22 activation of human MrgX1 receptor; Q96LB2; MRGX1-HEK293 calcium flux, Fluo-4, BAM8-22 antagonism; hits give low values; B-score at 10 µM; actives 1.3% (n = 310,000);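 active = calcium-response B-score plate-corrected more than 3 library SD below zero, starting fluorescence within 5 deviations, no agonist response on first addition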;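 note: peak minus trough fluorescence over baseline after final BAM8-22 challenge near maximal dose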
HIF activator: HIF pathway transcriptional activation. U2OS HRE-luciferase reporter, luminescence; normalized: DMSO 0%, desferrioxamine 100%. activation, % at 7.5 µM (by protocol). actives 0.32% (n = 300,000). AID 1910;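 active = mean activation of at least 10% of the iron chelator positive control signal, with at least half of replicates also reaching 10%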
Starred values were filed as active, the others as inactive; i = inactive; x = not tested or not shown. No enrichment for hits; about 5.8% have a hit in one of these screens.

cpd | structure | IEC-6 cytotox | TRPC4 inh | TRPC4 act | TRPC6 activator | aSyn UTR inh | SKKanGAS inh | TRPC4 potent | KLF5 inhibitor | TRPC6 inhibitor | MrgX1 antag | HIF activator
1 | O=C(Cc1ccc(F)cc1)N1CCC(N2CCC(C(=O)N3CCOCC3)CC2)CC1 | -2 | i | i | i | 7 | 2 | i | -6 | i | i | -0.3
2 | CCN(CC)CCOC(=O)c1ccc(Cl)cc1 | 4 | i | i | i | 7 | -2 | i | -8 | i | i | -1.4
3 | O=c1[nH]c(NCCO)nnc1Cc1ccccc1 | -1 | i | i | i | -3 | 0 | i | 9 | i | i | 0.0
4 | CC(=O)c1ccc(N2CCN(C(=O)Nc3ccc(C)cc3)CC2)cc1 | -2 | i | i | i | 9 | 9 | i | 2 | i | i | -1.1
5 | Cc1nc2cc3ccccc3cc2c(=O)[nH]1 | 3 | i | i | i | -112 | 6 | i | -120 | i | i | 3.3
6 | CCOC(=O)c1c(O)c2cccc3c2n(c1=O)CC3 | 6 | i | i | i | -6 | 2 | i | -1 | i | i | 0.3
7 | O=c1c2[nH]c3ccc(Cl)cc3c2ncn1Cc1ccccn1 | 6 | i | i | i | 8 | 2 | i | -13 | i | x | -0.1
8 | CCn1c(=O)c(-c2ccccc2)c(O)c2ccccc21 | 8 | i | i | i | -8 | 6 | i | 5 | i | i | -0.9
9 | O=C(NC1CCCCCCC1)c1ccc(CNc2c(N3CCOCC3)c(=O)c2=O)cc1 | 0 | i | i | i | -43 | 1 | i | -33 | i | i | 0.9
10 | CC(C)=CCC/C(C)=C/CC/C(C)=N/O | -1 | i | i | i | 10 | 5 | i | -17 | i | i | 0.1
11 | Cc1nc(-c2cccc(S(=O)(=O)N3CC(C)CC(C)C3)c2)cs1 (stereo not drawn) | 5 | i | i | i | 6 | -3 | i | -41 | i | i | -0.1
12 | CNC(=S)N1CCN(c2cccc(OC)c2)CC1 | 0 | i | i | i | 21 | 5 | i | -9 | i | i | 0.3
13 | Cc1cc(C)c(C#N)c(SCCS(=O)(=O)Cc2ccccc2)n1 | -13 | i | i | i | -23 | -2 | i | 4 | i | i | 0.1
14 | COc1ccc(N2CCN(C(=O)CCc3nc(-c4ccc(C)cc4)no3)CC2)cc1 | -3 | i | i | i | 3 | 2 | i | -43 | i | i | 0.7
15 | CC(=O)c1cccc(NC(=O)COC(=O)COc2c(Cl)cc(Cl)c3ccc(C)nc23)c1 | -5 | i | i | i | -18 | 11 | i | -18 | i | i | 0.6

(listing goes on)
cpd | structure | IEC-6 cytotox | TRPC4 inh | TRPC4 act | TRPC6 activator | aSyn UTR inh | SKKanGAS inh | TRPC4 potent | KLF5 inhibitor | TRPC6 inhibitor | MrgX1 antag | HIF activator
16 | O=C1NC[C@@H](Cc2cccc3ccccc23)N(CC2CCCCC2)C1=O | x | i | i | i | 9 | 16 | i | x | i | i | -0.2
17 | COc1cc2c(cc1NC(=O)COC(=O)/C=C/c1ccc([N+](=O)[O-])cc1)oc1ccccc12 | -1 | i | i | i | -42 | -6 | i | -29 | i | i | 0.0
18 | COc1ccc(-n2c(=S)[nH]c3cc(C(=O)NCCCN4CCCC4=O)ccc3c2=O)c(OC)c1 | -2 | i | i | i | -23 | -5 | i | 9 | i | i | 0.5
19 | COc1ccc2cc(CCN3C(=O)c4ccccc4C3=O)c(=O)[nH]c2c1 | -3 | i | i | i | -39 | -4 | i | -25 | i | i | 0.0
20 | CCc1nc2c(c(=O)c3ccccc3n2C)c(=O)n1-c1ccc(F)cc1 | 2 | i | i | i | 16 | 21 | i | -9 | i | i | 0.5
21 | Cc1ccc(C(=O)Oc2ccc3ccc(=O)oc3c2)cc1 | 3 | i | i | i | -6 | -4 | i | -32 | i | i | 2.2
22 | Cc1cccc(NC(=O)N(C)Cc2cccs2)c1 | 2 | i | i | i | -9 | -9 | i | -43 | i | i | -0.3
23 | COc1ccc2oc(=O)cc(-c3cc4ccccc4o3)c2c1 | 3 | i | i | i | 25 | -7 | i | -25 | i | i | -0.4
24 | COCCn1c(N)c(NCc2ccccc2)c(=O)n(CC(=O)Nc2cc(C)ccc2C)c1=O | -2 | i | i | i | 3 | -14 | i | 27 | i | i | -0.4
25 | O=c1[nH]nc(CSCc2ccccc2Cl)[nH]1 | 1 | i | i | i | -9 | -2 | i | -45 | i | i | 0.3
26 | CCc1ccc(N2CC(C(=O)OC)CC2=O)cc1 (stereo not drawn) | -8 | i | i | i | 6 | -7 | i | -19 | i | i | -0.3
27 | COc1ccc(N=C2SC(C(=O)O)CC(=O)N2Cc2ccc(OC)c(OC)c2)cc1 (stereo not drawn) | 1 | i | i | i | -21 | 5 | i | -4 | i | i | 0.0
28 | CCC(=NC)C1=C(O)CC(c2ccccc2)CC1=O (stereo not drawn) | -6 | i | i | i | -12 | -1 | i | 7 | i | i | 1.9
29 | O=C(OCC(=O)c1c[nH]c2ccccc12)c1cccc(O)c1 | 4 | i | i | i | -220 | -12 | i | 1 | i | i | -50
30 | COc1ccc(C(=O)NCCNC(=O)c2cnccn2)cc1 | 7 | i | i | i | 7 | -5 | i | -4 | i | i | -1.3

(further entries)
cpd | structure | IEC-6 cytotox | TRPC4 inh | TRPC4 act | TRPC6 activator | aSyn UTR inh | SKKanGAS inh | TRPC4 potent | KLF5 inhibitor | TRPC6 inhibitor | MrgX1 antag | HIF activator
31 | CC1CCC2(CC1)NC(=O)N(CC(=O)NC(=O)NC1CCCC1)C2=O (stereo not drawn) | 4 | i | i | i | 17 | -4 | i | -17 | i | i | 0.5
32 | O=C(c1ccco1)c1cn(CC(=O)N2CCCCCC2)c2ccccc12 | -6 | i | i | i | -5 | 1 | i | -3 | i | i | -0.1
33 | CCC(=O)NC(=S)Nc1cccc(NC(=O)c2ccccc2)c1 | 9 | i | i | i | -9 | -5 | i | -12 | i | i | -0.5
34 | CC(=O)Nc1ccc(S(=O)(=O)NCC(=O)NCCc2ccc(S(N)(=O)=O)cc2)cc1 | -2 | i | i | i | 2 | -7 | i | -42 | i | i | 0.0
35 | Nc1cc(-c2ccc(Cl)cc2)nn1-c1ccccc1 | 0 | i | i | i | -138 | 0 | i | -87 | i | i | 4.7
36 | Cc1ccc(Nc2nnc(SC(C)C(=O)NCC3CCCO3)s2)cc1C (stereo not drawn) | x | i | i | i | 14 | 6 | i | x | i | i | -0.6
37 | COc1ccc2c(C)cc(SCC(=O)N3CCOCC3)nc2c1 | -6 | i | i | i | 16 | 5 | i | -4 | i | i | 1.0
38 | COc1ccc(/C=N/OCC(=O)N(Cc2ccccc2)c2ccccc2C(=O)O)cc1 | -4 | i | i | i | -20 | 8 | i | 18 | i | i | -0.3
39 | Cc1cccc(OC(C)C(=O)N/N=C\c2ccncc2)c1 (stereo not drawn) | -6 | i | i | i | -7 | 14 | i | -2 | i | i | -0.3
40 | CCOC(=O)c1c(NC(=O)C2CCN(S(=O)(=O)c3ccc(Cl)cc3)CC2)sc2c1CCCC2 | -3 | i | i | i | -1 | 6 | i | -33 | i | i | -0.3
41 | O=c1cnnc(Nc2ccccc2)[nH]1 | -2 | i | i | i | -14 | -9 | i | -25 | i | i | -0.2
42 | COCCN(Cc1cn[nH]c1-c1ccc2cc(OC)ccc2c1)C(C)C | 9 | i | i | i | -25 | 3 | i | -46 | i | i | -6.9
43 | COc1ccc(CCNC(=O)c2cccc3c2C(=O)N(C2CCCCC2)C3)cc1OC | -1 | i | i | i | 14 | -4 | i | -20 | i | i | 0.1
44 | O=C(CCCN1C(=O)/C(=C\c2ccccc2)SC1=S)Nc1cccc(C(=O)O)c1 | 3 | i | i | i | 9 | 12 | i | -20 | i | i | -0.2
45 | COC(=O)CSc1nnc2cc(C)c3ccccc3n12 | 0 | i | i | i | -9 | 4 | i | -20 | i | i | -0.3

Overlap with the part before: 4 entries, followed by the next part.
cpd | structure | IEC-6 cytotox | TRPC4 inh | TRPC4 act | TRPC6 activator | aSyn UTR inh | SKKanGAS inh | TRPC4 potent | KLF5 inhibitor | TRPC6 inhibitor | MrgX1 antag | HIF activator
42 | COCCN(Cc1cn[nH]c1-c1ccc2cc(OC)ccc2c1)C(C)C | 9 | i | i | i | -25 | 3 | i | -46 | i | i | -6.9
43 | COc1ccc(CCNC(=O)c2cccc3c2C(=O)N(C2CCCCC2)C3)cc1OC | -1 | i | i | i | 14 | -4 | i | -20 | i | i | 0.1
44 | O=C(CCCN1C(=O)/C(=C\c2ccccc2)SC1=S)Nc1cccc(C(=O)O)c1 | 3 | i | i | i | 9 | 12 | i | -20 | i | i | -0.2
45 | COC(=O)CSc1nnc2cc(C)c3ccccc3n12 | 0 | i | i | i | -9 | 4 | i | -20 | i | i | -0.3
46 | CCCCCc1nnc(NC(=O)C2COc3ccccc3O2)s1 (stereo not drawn) | 4 | i | i | i | -42 | 13 | i | -36 | i | i | 0.8
47 | CN(C(=O)COC(=O)/C=C/c1ccc(S(=O)(=O)N2CCc3ccccc32)cc1)C1CCS(=O)(=O)C1 (stereo not drawn) | -1 | i | i | i | 9 | -19 | i | -24 | i | i | 0.1
48 | COc1ccc(C)cc1NC(=O)c1ccc2c(O)c(S(=O)(=O)c3ccccc3)c(=O)[nH]c2c1 | -4 | i | i | i | 15 | 14 | i | -14 | i | i | 0.3
49 | CC(C)N(C(=NCc1ccccc1)NC(=O)c1ccccc1)C(C)C | x | i | i | i | 10 | 0 | i | x | i | i | -2.0
50 | CCOc1ccc(CNc2nnnn2C)cc1OC | 2 | i | i | i | -2 | 5 | i | -26 | i | i | -1.0
51 | Cc1ccc(C(=O)NNC(=S)NC(=O)c2ccco2)cc1 | 14 | i | 133* | i | -2 | 73* | i | 16 | i | i | 2.2
52 | O=C(CSc1ccccn1)Nc1nc2ccc(Br)cc2s1 | -2 | i | i | i | -50 | -12 | i | -26 | i | i | 0.8
53 | COc1ccc(NC(=O)CSc2nc3ccccc3c(=O)n2-c2ccc3c(c2)OCO3)c(OC)c1 | -6 | i | i | i | 33 | 12 | i | -37 | i | i | -0.3
54 | O=C(C1CCN(Cc2ccc(OCc3ccccc3)cc2)CC1)N1CCCC1 | -7 | i | i | i | -46 | -1 | i | -9 | i | i | 1.8
55 | CC(=O)c1ccc(OCc2cc(C(=O)N3CC[C@@H]4CCCC[C@H]4C3)no2)cc1 | 0 | i | i | i | -126 | 9 | i | -122 | i | i | 3.1
56 | O=C(NC(=S)Nc1ccc(S(=O)(=O)Nc2nccs2)cc1)c1cccc(F)c1 | -9 | i | i | i | 8 | 12 | i | -2 | i | i | -4.2
57 | Cn1c(=O)c2c(nc(SCC(=O)Nc3ccccc3)n2C)n(C)c1=O | -3 | i | i | i | 7 | -7 | i | -13 | i | i | 0.0
